Compound activity as filed in PubChem BioAssay.
ARFGAP1 inhibitor: inhibits rat ARF GTPase activating protein 1; Q62848; Arfgap1-stimulated ARF1 GTP hydrolysis, GDP FP detection; inhibition, % at 16.5 µM; actives 0.26% (n = 360,000); AID 651572;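 active = inhibition above a per-plate limit, mean inhibition of low control wells plus 3 SD, cut at about 25% in these data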;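 note: 0% = DMSO wells with enzyme and 100% = wells lacking Arfgap1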
Target sequence (Q62848 1-136 limits assumed): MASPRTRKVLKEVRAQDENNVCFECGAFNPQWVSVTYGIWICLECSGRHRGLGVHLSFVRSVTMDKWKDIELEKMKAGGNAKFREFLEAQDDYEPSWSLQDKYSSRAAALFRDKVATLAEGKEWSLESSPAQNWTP
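Repeats: one replicate per compound; assay system: rat Arfgap1 catalytic domain, aa 1-136; times: enzyme reaction 120 min at 25 °C after 20 min preincubation; detection: FP of antibody-bound GDP Alexa 633 tracer, ex 620/em 688 nm; benchmarks: high control wells lacking Arfgap1, low control full reaction with DMSO; reagent: human ARF1(Δ1-17)-GTP substrate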
Tn7 DDE FP: inhibitors of Tn7 peptide binding to human fibrin DD(E) | P02675 | FP displacement of FITC-Tn7 peptide from fibrin DD(E); 0% = median of compound wells per plate | inhibition, % at 8.3 µM | actives 0.13% (n = 370,000) | AID 720508;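 active = inhibition above the mean of compounds falling within the control limits plus 3 SD of them, cut at about 14% in these data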;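 note: 0% = plate median of compound wells and 100% = 10 µM Aha-Tn7 peptide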
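Measure: % inhibition scaled between sample-field median and high-control FP; Test system: human fibrin DD(E); Quantity: 2 µM final DD(E) protein; Doses: one dose, 8.3 µM nominal; Schedule: compound with protein 10 min, then 3 h after probe, room temperature; Detection: fluorescence polarization; Medium: Tris buffer with calcium and detergent, pH 7.8.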
Rev-erbA mod: modulators of human Rev-erb alpha DNA binding | Rev-erbα–FITC-DNA binding, fluorescence polarization, 90 min | actives 0.79% (n = 370,000) | activity, % at 10 µM;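 active = activity above about 14%, limit read from the data; passing the limit was not always enough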;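 note: 0% = DMSO wells with 35 nM protein and 100% = DMSO wells with 750 nM protein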
Target sequence (P20393 whole entry, looked up): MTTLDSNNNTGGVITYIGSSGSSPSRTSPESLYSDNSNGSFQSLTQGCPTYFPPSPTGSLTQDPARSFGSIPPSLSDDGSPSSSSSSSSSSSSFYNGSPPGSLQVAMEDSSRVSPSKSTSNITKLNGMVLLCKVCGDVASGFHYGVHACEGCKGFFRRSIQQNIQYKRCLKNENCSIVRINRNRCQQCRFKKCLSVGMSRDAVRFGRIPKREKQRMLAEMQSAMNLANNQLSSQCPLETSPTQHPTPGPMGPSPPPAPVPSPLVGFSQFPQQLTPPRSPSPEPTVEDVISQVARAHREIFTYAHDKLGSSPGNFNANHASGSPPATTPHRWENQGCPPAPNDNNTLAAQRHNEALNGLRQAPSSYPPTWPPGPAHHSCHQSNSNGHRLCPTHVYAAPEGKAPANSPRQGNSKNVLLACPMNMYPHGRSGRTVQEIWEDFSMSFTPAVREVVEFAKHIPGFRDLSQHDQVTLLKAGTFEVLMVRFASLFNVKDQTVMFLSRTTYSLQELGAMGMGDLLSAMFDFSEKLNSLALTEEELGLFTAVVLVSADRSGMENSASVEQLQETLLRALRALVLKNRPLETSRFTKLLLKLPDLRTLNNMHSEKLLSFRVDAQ
DDE Tn6 FP inh: disrupts Tn6 cyclic peptide binding to fibrin D-Dimer-E complex; P02675; Fibrin DD(E) TRITC-Tn6 fluorescence polarization displacement; inhibition, % at 8.3 µM; actives 0.21% (n = 370,000);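 active = inhibition above a per-campaign cutoff: mean of compounds within control limits plus 3 SD, cut at about 15% in these data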;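 note: 0% = median of all compound wells on the plate and 100% = blocking peptide control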
proKLK7 act: activates the human kallikrein-7 zymogen. purified proKLK7, EDANS-DABCYL substrate fluorescence; 100% is mature enzyme control, 0% vehicle. activation, % at 7 µM. actives 0.9% (n = 370,000). AID 652039;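 active = activation above the mean of all tested compounds plus 3 SD, computed per campaign excluding outliers beyond control limits, cut at about 13% in these data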
Target sequence (P49862 whole entry, looked up): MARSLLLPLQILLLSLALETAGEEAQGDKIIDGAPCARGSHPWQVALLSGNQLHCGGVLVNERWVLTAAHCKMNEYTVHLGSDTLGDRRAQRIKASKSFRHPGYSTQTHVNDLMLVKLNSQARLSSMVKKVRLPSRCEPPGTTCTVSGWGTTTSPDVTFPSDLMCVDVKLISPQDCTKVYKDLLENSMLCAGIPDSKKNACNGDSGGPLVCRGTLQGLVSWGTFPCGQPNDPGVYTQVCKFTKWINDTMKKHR
PLCg1 inh: PLC-gamma1 (human) inhibition, primary screen | inhibition, % at 12.2 µM | purified PLC-gamma1, fluorogenic substrate, fluorescence | P19174 | actives 0.84% (n = 370,000); in the data active = inhibition above about 9.5%
sPLA2-III inh: Inhibits HGIII-sPLA2 liposome hydrolysis, primary screen; Q9NZ20; QFRET BODIPY PC-A2 liposome hydrolysis, fluorescence; inhibition, % at 12.2 µM; actives 0.56% (n = 370,000); AID 743126;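 active = inhibition above mean plus 3 SD of compounds lying within the high and low control bounds, cut at about 19% in these data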;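 note: 0% = median of test compound wells and 100% = no enzyme DMSO wells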
UHRF1 binding: UHRF1 methyl-DNA binding inhibition; AID 687016; inhibition, % at 4.4 µM; actives 0.75% (n = 370,000); UHRF1 binding to methylated oligo, TR-FRET; Q96T88; in the data active = inhibition above about 21%;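 note: UHRF1 SRA domain binding a hemimethylated CpG hairpin DNA probe; 0% = median of test compound wells and 100% = reference inhibitor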
PLC-beta3 inh: inhibitors of human phospholipase C beta3 | Q01970 | Purified PLC-beta3, fluorogenic substrate, fluorescence | inhibition, % at 12.2 µM | actives 0.18% (n = 370,000) | AID 720704; in the data active = inhibition above about 11%;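 note: 0% = median of compound wells on plate and 100% = full blocker control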
ASAP1 GAP inh: ASAP1 ArfGAP inhibition | ASAP1-stimulated ARF1 GTP hydrolysis, GDP FP detection | inhibition, % at 16.5 µM | actives 0.19% (n = 360,000) | Q9ULH1; in the data active = inhibition above about 25%;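 note: 0% = vehicle with enzyme and substrate and 100% = no enzyme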
Numbers without * were called inactive; i = inactive; nt = no result given.

item	ARFGAP1 inhibitor	Tn7 DDE FP	Rev-erbA mod	DDE Tn6 FP inh	proKLK7 act	PLCg1 inh	sPLA2-III inh	UHRF1 binding	PLC-beta3 inh	ASAP1 GAP inh	compound
1	nt	2	-2	-5	0.7	0	-3	0	6	nt	COC(=O)[C@]12C[C@H](CC(=O)N3CCCCC3)C(=O)N(CCc3ccc(OC)c(OC)c3)C1=C[C@H](C1CCCC1)O[C@@H]2C
2	-6	-2	5	8	-0.4	0	9	3	-8	11	COCCNC(=O)Cn1cnc2c(cnn2-c2ccc(C)cc2)c1=O
3	3	1	15	5	0.2	-20	-13	-1	-23	-7	O=C(Nc1nccs1)c1sc2ccccc2c1Cl
4	-14	-3	2	2	-0.8	-1	-1	0	0	-6	CCc1ccc(N(CC(=O)Nc2ccccc2C(=O)N2CCOCC2)S(C)(=O)=O)cc1
5	10	-6	-2	-7	0.0	-3	-7	2	-9	10	Nn1c(SCc2csc(-c3ccccc3)n2)nnc1-c1cccs1
6	-1	-2	1	5	-0.2	1	-4	0	-3	8	Cc1nn(Cc2c(F)cccc2Cl)c(=O)c2ccccc12
7	6	2	0	0	-0.1	-1	-8	-1	-2	3	Cc1cc(OCC(=O)O/N=C(\N)Cc2cccs2)ccc1Br
8	-8	-6	10	-6	-0.4	-1	-1	0	-1	5	CCOc1ccc(N(CC(=O)N2CCN(c3ccccc3OC)CC2)S(=O)(=O)c2ccc(C)cc2)cc1

Next part.
item	ARFGAP1 inhibitor	Tn7 DDE FP	Rev-erbA mod	DDE Tn6 FP inh	proKLK7 act	PLCg1 inh	sPLA2-III inh	UHRF1 binding	PLC-beta3 inh	ASAP1 GAP inh	compound
9	11	4	3	-2	1.0	-21	-35	-7	-26	3	O=c1[nH][nH]c(-c2ccccc2O)c1C(C[N+](=O)[O-])c1ccc(Br)cc1 (centres undefined)
10	15	-2	1	-9	14*	4	5	9	2	0	O=C(COC(=O)CCCNC(=O)c1ccc(Cl)cc1)NC1CC1
11	-8	4	3	-4	-0.9	-2	12	3	-4	-5	CC(NCc1ccco1)C(=O)N1CCc2ccccc2C1 (centres undefined)
12	7	-4	110*	-4	0.1	-2	1	-5	-1	3	O=C(CSc1nnc(-c2cccs2)n1-c1ccccc1)N1CCCc2ccccc21
13	-4	-6	-2	-1	-0.6	0	-5	-1	2	5	CCCOc1ccc(C2/C(=C(/O)c3ccc(F)cc3)C(=O)C(=O)N2CCCN(C)C)cc1 (centres undefined)
14	-6	6	1	1	0.5	-2	0	2	-7	-2	CCOc1ccc(CCNC(=O)c2sc3nc4n(c(=O)c3c2C)CCC4)cc1OCC
15	12	7	3	-4	0.7	-2	4	1	-2	-15	COc1ccc(/C=N\NC(=O)COc2ccccc2Cl)cc1Cn1nc(C)cc1C
16	-8	-4	-10	4	0.1	6	-42	23*	6	-9	Cc1cc(C)c(Nc2cc(S(=O)(=O)O)c(N)c3c2C(=O)c2ccccc2C3=O)c(C)c1

(list continues)
item	ARFGAP1 inhibitor	Tn7 DDE FP	Rev-erbA mod	DDE Tn6 FP inh	proKLK7 act	PLCg1 inh	sPLA2-III inh	UHRF1 binding	PLC-beta3 inh	ASAP1 GAP inh	compound
17	0	-1	1	2	-0.3	2	-2	0	4	5	CC(=O)Oc1ccccc1Cn1c(C)c(C(=O)N(C)Cc2ccc(F)cc2)sc1=O
18	2	7	0	4	-0.2	1	-1	-1	2	-9	CC(C)(C)NC(=O)Cn1nnc(-c2ccc(Cl)cc2)n1
19	nt	5	1	4	0.2	3	-10	-2	3	nt	Cc1ccc(NC(=O)OCCCN2C(=O)CCC23CCC(C)CC3)cc1C (centres undefined)
20	8	-4	-6	8	0.0	1	2	2	-6	-8	CN1CCN(c2ccc(C(F)(F)F)cc2NC(=O)c2ccco2)CC1
21	8	-3	7	-15	0.4	3	8	-3	4	1	O=C(Cn1nc(C(F)F)cc1C(F)F)NNC(=S)Nc1ccc([N+](=O)[O-])cc1
22	-6	0	4	-6	-0.3	-2	-2	39*	1	1	COc1ccc(NC(=O)c2c[nH]n3c(=O)cc(C4CCN(C(=O)OC(C)(C)C)CC4)nc23)cc1Cl
23	-8	4	1	3	0.2	4	9	1	2	-13	O=S(=O)(c1ccccc1)N1CCNc2ccccc21
24	-7	2	7	-6	-0.8	7	-3	-2	7	0	COC(=O)c1cc(C)nc(Nc2nc(C(N)Cc3ccc(F)cc3)cs2)n1 (centres undefined)

Two records drawn at random from those above:
item	ARFGAP1 inhibitor	Tn7 DDE FP	Rev-erbA mod	DDE Tn6 FP inh	proKLK7 act	PLCg1 inh	sPLA2-III inh	UHRF1 binding	PLC-beta3 inh	ASAP1 GAP inh	compound
17	0	-1	1	2	-0.3	2	-2	0	4	5	CC(=O)Oc1ccccc1Cn1c(C)c(C(=O)N(C)Cc2ccc(F)cc2)sc1=O
23	-8	4	1	3	0.2	4	9	1	2	-13	O=S(=O)(c1ccccc1)N1CCNc2ccccc21

Next compounds
item	ARFGAP1 inhibitor	Tn7 DDE FP	Rev-erbA mod	DDE Tn6 FP inh	proKLK7 act	PLCg1 inh	sPLA2-III inh	UHRF1 binding	PLC-beta3 inh	ASAP1 GAP inh	compound
25	3	-3	3	-8	-0.1	0	-4	0	-4	10	Cc1csc2c(=O)sc(NC(=O)c3ccc(F)cc3)nc12
26	5	-5	0	-2	0.3	15*	12	4	1	4	Cc1ccc(-n2ncc3c(N4CCC(C(N)=O)CC4)ncnc32)c(C)c1
27	-7	-7	1	-2	0.0	0	-1	-4	-2	-5	COc1ccc(OCc2cc(C(=O)N3C[C@@H](C)O[C@@H](C)C3)no2)c(Cl)c1
28	1	-2	-6	-4	-1.1	4	-5	-1	-1	5	CCOc1ccccc1N(CC(=O)Nc1ccc(OC)cc1)S(=O)(=O)c1ccccc1
29	4	-1	1	3	-46	i	-3	1	i	3	COc1ccc(NC(=O)C(c2ccc(C#N)cc2)n2c(=O)c(-c3cc4ccccc4[nH]3)nc3ccccc32)cc1 (centres undefined)
30	5	4	3	8	-0.5	-1	6	-3	4	-4	Cc1cc(Nc2nc3ccccc3nc2Cl)n(-c2ccc([N+](=O)[O-])cc2)n1
31	5	0	4	-10	3.4	-7	-8	-9	-30	15	COc1ccc(C(=O)NC(=S)Nc2cccc3cc(O)ccc23)cc1OC
32	-5	2	-3	5	18*	i	1	-10	i	11	Nc1ccc(-c2nnc(-c3ccc(N)cc3)o2)cc1

New compounds follow:
item	ARFGAP1 inhibitor	Tn7 DDE FP	Rev-erbA mod	DDE Tn6 FP inh	proKLK7 act	PLCg1 inh	sPLA2-III inh	UHRF1 binding	PLC-beta3 inh	ASAP1 GAP inh	compound
33	1	-4	3	-7	-0.2	3	10	5	9	25*	Cc1cc(OCC(=O)Nc2ccc(N3CCCC3)cc2)cc(C)c1Cl
34	10	-2	-2	8	0.0	-1	-4	-1	3	6	Cc1nc(N)c(Cc2ccccc2F)c(N)n1
35	-7	1	-5	-9	-0.2	1	-2	-1	-1	-1	O=C(CSc1nnc(C2CC2)n1Cc1ccccc1)NCc1ccccc1
36	-8	5	5	6	-89	-146	-11	-1	-204	-11	O=C(CNC(=O)c1ccco1)N/N=C/c1cc(Br)ccc1O
37	1	2	0	-3	0.3	-11	-4	-1	-19	-7	CCN(CC)CCn1c(SCC(=O)NCCC2=CCCCC2)nc2c(sc3ccccc32)c1=O
38	9	-3	12	-2	2.1	-97	-22	-5	-127	3	O=[N+]([O-])c1ccc(N/N=C/c2ccccc2)c(F)c1
39	1	4	0	5	-0.2	-1	-8	-2	1	-10	CCOc1ccc(NC(=O)Cn2nnc(-c3ccccc3F)n2)cc1
40	3	-1	-4	3	-0.4	1	0	-3	0	-4	O=C(C(O)c1ccccc1)N1CCN(S(=O)(=O)c2ccc(C(F)(F)F)cc2)CC1 (centres undefined)

(next part)
item	ARFGAP1 inhibitor	Tn7 DDE FP	Rev-erbA mod	DDE Tn6 FP inh	proKLK7 act	PLCg1 inh	sPLA2-III inh	UHRF1 binding	PLC-beta3 inh	ASAP1 GAP inh	compound
41	7	1	-3	-3	-0.7	8	0	2	-1	-6	Cc1sc2nc(SCC(=O)OC(C)C)n(C)c(=O)c2c1C
42	-12	-1	1	1	0.6	-1	1	0	-2	12	COc1cccc(C(=O)Nn2c(C)nnc2-n2nc(C)cc2C)c1
43	4	4	-2	3	0.2	2	4	-1	1	8	Cc1ccccc1-c1nnc(SCC(=O)N(C)c2c(N)n(Cc3ccccc3)c(=O)[nH]c2=O)n1C
44	2	2	8	-4	-0.1	0	7	1	-4	-12	CCCOc1ccc(NC(=O)c2c(-c3ccccc3)noc2C)cc1
45	6	-4	0	-8	4.4	-108	5	-3	-143	7	CSc1ccc2[nH]c(=O)cc(C)c2c1
46	11	3	-3	-1	-1.0	2	-20	3	2	-2	CC(=O)NNC(=O)c1[nH]c2ccc(Br)cc2c1-c1ccccc1
47	5	0	-5	1	0.2	1	-4	0	3	-17	CN1CCN(c2nc3c(c(=O)[nH]c(=O)n3C)n2Cc2cccc3ccccc23)CC1
48	3	-1	-1	-3	-0.6	-4	0	3	-4	8	COc1ccc(NC(=O)C2Cc3c(-c4cccc(NC(C)=O)c4)ccnc3O2)cn1 (centres undefined)

(cont.)
item	ARFGAP1 inhibitor	Tn7 DDE FP	Rev-erbA mod	DDE Tn6 FP inh	proKLK7 act	PLCg1 inh	sPLA2-III inh	UHRF1 binding	PLC-beta3 inh	ASAP1 GAP inh	compound
49	6	1	0	8	0.1	2	-3	-3	-4	12	O=C(/C=C/c1ccccc1)Nc1cccnc1Oc1ccccc1F
50	3	4	21	1	-0.5	-7	5	-5	-9	1	COc1nc2ccc(C)cc2cc1-c1noc(-c2ccccc2)n1
51	11	-2	-3	-5	-0.3	0	6	-3	-1	5	CC(=O)c1c(C)oc2ccc(N(C(C)=O)S(=O)(=O)c3ccc(Cl)c([N+](=O)[O-])c3)cc12
52	-2	5	3	-9	5.9	-10	2	-6	-9	-1	O=C(/C=C1\NCC2c3ccccc3CCN2C1=O)c1ccccc1 (centres undefined)
53	9	-2	2	0	0.0	1	6	-2	5	3	Cc1cccc(C)c1NC(=S)N1CCC(N(C)CC2CCCO2)CC1 (centres undefined)
54	-8	2	-7	5	0.4	0	-3	17	2	-3	O=c1c2c3c(sc2ncn1-n1cccc1)CCCCC3
55	4	-3	-9	3	-23	-146	1	-1	-147	-1	CCOC(=O)C(=CNc1ccc(-c2ccco2)c(Cl)c1)C(=O)OCC
56	-13	3	-4	-2	0.2	0	2	3	3	-10	CCCCSc1nnc(-c2ccccc2)c2ccccc12
57	4	7	0	5	-0.3	-2	-2	-2	-7	-14	O=C(NCc1ccccc1)C(=O)NCC1OCCN1C(=O)c1ccc(Cl)cc1 (centres undefined)

Random draw from the library. About 4.5% of those tested had a hit in this group.
